Wee1 degr inh – inhibitors of human Wee1 degradation; AID 1321; reporter increase, % at 5 µM; 1.2% of 220,000 active; P30291; HeLa Luc-Wee1K328M stability, luciferase luminescence; 100% = proteasome inhibitor MG132 effect;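 active = activation above the mean of all tested compounds plus 3 SD, set per screening run, cut at about 8.8% in these data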;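 note: cells exposed to compound for 20 h before luminescence read; 0% = DMSO alone and 100% = MG132 at 30 µM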
Target sequence (P30291 whole entry K328M): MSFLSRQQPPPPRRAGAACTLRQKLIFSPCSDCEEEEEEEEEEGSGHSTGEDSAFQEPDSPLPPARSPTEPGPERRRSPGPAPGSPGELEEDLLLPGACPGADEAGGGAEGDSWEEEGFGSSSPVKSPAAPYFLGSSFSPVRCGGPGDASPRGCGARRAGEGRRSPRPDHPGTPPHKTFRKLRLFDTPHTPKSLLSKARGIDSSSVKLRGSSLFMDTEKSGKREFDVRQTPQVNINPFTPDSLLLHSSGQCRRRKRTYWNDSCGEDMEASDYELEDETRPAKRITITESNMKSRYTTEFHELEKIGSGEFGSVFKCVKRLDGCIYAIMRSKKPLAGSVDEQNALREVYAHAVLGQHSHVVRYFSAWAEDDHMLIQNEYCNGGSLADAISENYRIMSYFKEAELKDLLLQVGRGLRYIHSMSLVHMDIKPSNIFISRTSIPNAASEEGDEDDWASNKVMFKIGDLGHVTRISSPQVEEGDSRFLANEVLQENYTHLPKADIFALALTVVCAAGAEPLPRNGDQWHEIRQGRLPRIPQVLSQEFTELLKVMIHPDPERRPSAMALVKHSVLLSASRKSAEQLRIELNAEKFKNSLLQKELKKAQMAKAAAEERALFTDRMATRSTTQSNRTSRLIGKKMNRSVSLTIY
eIF4E-4G inh – eIF4E/eIF4G interaction inhibition in translation initiation; inhibition, % at 21.7 µM; TR-FRET eIF4E-eIF4GI(517-606) binding, 2 h; 0.37% of 220,000 active; AID 782;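 active = inhibition above about 30%, limit read from the data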;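 note: 0% = full FRET control wells and 100% = background wells lacking eIF4GI fragment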
S1P4 ag – activates the human S1P4 receptor | O95977 | S1P4-expressing cell line, agonist reporter assay | activation, % at 4.98 µM | 0.35% of 220,000 active; in the data active = activation above about 11%;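 note: 0% = DMSO vehicle and 100% = reference agonist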
Ba/F3 V617F tox – reduce viability of Ba/F3 cells dependent on JAK2V617F. inhibition, % at 5.6 µM. 1.1% of 220,000 active. AID 1446. Ba/F3 EpoR-JAK2V617F viability, ATP luminescence;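 active = inhibition above the campaign mean plus 3 SD over all tested compounds, cut at about 24% in these data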;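 note: cytokine-independent growth of Ba/F3 cells driven by EpoR plus mutant JAK2; 0% = DMSO-treated cells and 100% = JAK inhibitor I control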
MDM2 E3 inh – blocks human Mdm2 ubiquitin ligase activity | Q00987 | cell-based MDM2 ubiquitination luciferase reporter, 2 h; 0 = plate control, 100 = twice control, blank-subtracted | signal enhancement, % at 5 µM | 0.11% of 210,000 active | AID 1230;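 active = signal enhancement of 30% or more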;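 note: luminescence tracks abundance of the self-degrading MDM2-luciferase fusion protein; higher signal means inhibition of MDM2 E3 ligase activity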
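Buffer or medium: Cells held in DMEM | Assay system: Stable mammalian line carrying autodegrading MDM2–luciferase fusion reporter | Quantity: 2000 cells/well | Times: 4 h settle plus 2 h compound, 37 °C | Doses: One concentration, 5 µM, with 0.2% DMSO | Technique: Luminescence with SteadyLite reagent, 15 min at room temperature | Benchmarks: Plate controls and plate blanks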
BaF3 parental – counter-screen for JAK2V617F inhibitors: parental Ba/F3 viability inhibitors | CellTiter-Glo ATP luminescence | inhibition, % at 5.6 µM | 1.1% of 220,000 active | AID 1486;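 active = inhibition above a per-campaign cutoff, the mean inhibition of all tested compounds plus 3 SD, cut at about 27% in these data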;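 note: 0% = DMSO wells and 100% = JAK Inhibitor I control wells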
NPY2 pot ag – potentiators or agonists of human neuropeptide Y receptor Y2. P49146. cells expressing NPY-Y2, potentiator/agonist read-out. activation, % at 3.6 µM. 0.45% of 220,000 active. AID 1359; in the data active = activation above about 27%;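 note: cells stimulated with NPY near EC25 plus isoproterenol at EC100; 0% = vehicle plus submaximal agonist and 100% = vehicle plus saturating agonist; some results beyond the cut were filed as inactive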
Target sequence (P49146 whole entry, looked up): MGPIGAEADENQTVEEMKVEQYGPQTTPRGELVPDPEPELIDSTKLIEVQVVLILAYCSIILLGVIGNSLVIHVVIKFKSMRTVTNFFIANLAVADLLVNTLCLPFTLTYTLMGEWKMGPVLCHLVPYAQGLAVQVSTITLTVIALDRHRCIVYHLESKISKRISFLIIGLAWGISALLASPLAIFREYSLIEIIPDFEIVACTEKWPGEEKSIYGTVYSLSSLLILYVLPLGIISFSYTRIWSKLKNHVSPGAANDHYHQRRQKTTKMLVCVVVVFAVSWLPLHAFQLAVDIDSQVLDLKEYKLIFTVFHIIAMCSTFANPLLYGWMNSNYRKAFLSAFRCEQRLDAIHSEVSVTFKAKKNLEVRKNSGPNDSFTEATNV
S1P4 antagonist – human S1P4 receptor antagonism; S1P4-expressing cells, antagonist mode, reporter read-out; inhibition, % at 4.98 µM; 0.26% of 220,000 active; O95977; in the data active = inhibition above about 29%;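 note: 0% = wells stimulated with agonist and 100% = vehicle wells without agonist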
PERK inh – inhibitors of human PERK kinase | Q9NZJ5 | CHO PERK-DD fusion, SEAP luminescence translation reporter | inhibition, % at 5.6 µM | 0.17% of 220,000 active;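 active = inhibition above the mean inhibition of all tested compounds plus 3 SD, set separately per screening campaign, cut at about 2.9% in these data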;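 note: PERK kinase domain activated by AP20187 dimerizer at 100 nM; 0% = DMSO with dimerizer and 100% = rapamycin at 8.4 µM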
Active calls of the source: *; . = not tested or not shown; [ ] = another dose, or the depositor's remark.

SMILES	Wee1 degr inh	eIF4E-4G inh	S1P4 ag	Ba/F3 V617F tox	MDM2 E3 inh	BaF3 parental	NPY2 pot ag	S1P4 antagonist	PERK inh
COc1ccccc1NS(=O)(=O)c1cc(N/C(=N\S(=O)(=O)c2ccccc2)c2ccc(F)cc2)ccc1Cl	1	-2	-0.5	-1	1	8	28	-17	-0.8
FC(F)c1nc2ccccc2[nH]1	-1	-3	-0.6	-2	-15	4	4	-12	0.4
N#Cc1c(N)c(C(=O)c2ccc(Br)cc2)n2c1CCC2	0	1	0.5	-2	-17	0	10	6	1.4
CC(C)CCOc1ccc(C2=NNC(=O)CC2)cc1	-1	7[fluorescence artefact?]	-1.0	-3	.	7	-16	-20	0.6
CC(=O)c1cccc(N(CC(=O)N2CCCC2)S(C)(=O)=O)c1	2	3	-0.8	1	8	3	-3	-9	0.1
Cc1noc(C)c1COc1cccc(C(=O)OCC(=O)NC(=O)c2ccc(OC(F)F)cc2)c1	-1	19	-0.5	-3	-4	1	7	-22	0.4
COc1ccccc1C(=O)NNC(=O)c1ccncc1	-2	-3	1.6	1	-27	6	-2	-6	1.7
Cc1ccc(S(=O)(=O)CCC(=O)OCC(=O)NC(N)=O)cc1	14*	-2	-0.9	-2	-3	-2	6	7	1.5
COc1ccccc1-c1nc2ccccc2nc1-c1ccccc1OC	9	1	0.2	2	-3	5	-1	-7	-1.0
CC(C)C[C@H](N)c1nnc(S(=O)(=O)Cc2cccc(F)c2)o1	-3	1	0.8	-3	-11	1	-8	-7	-0.1
OC(CNCCNc1ncccc1C(F)(F)F)COc1ccc(F)cc1 (stereo not drawn)	-3	1	-1.2	2	-13	0	61*	7	0.7
O=C(c1cc(=O)[nH]c2ccccc12)N1CCc2ccccc2C1	0	4	-0.2	1	7	0	3	9	1.4
Cc1nn(Cc2ccc([N+](=O)[O-])cc2)c(=O)n1-c1cccc(Cl)c1	-3	5	0.7	3	-16	6	-3	7	0.2
Clc1c(-c2nnc3n2CCCCC3)sc2ccccc12	3	6	-1.0	-7	-14	1	25	-5	-0.2
Cn1c(NC(=O)C[n+]2cc(-c3ccc(Cl)c(Cl)c3)n3c2CCC3)cc(=O)n(C)c1=O	-1	8	1.4	0	9	3	-15	-16	-0.2
CC(=O)c1ccc(S(=O)(=O)N2CCNCC2)cc1	-2	-2	-0.8	-5	-12	2	-11	0	1.9
Cc1cc(C)n(-c2ccc(Cl)c(Cl)c2)n1	-3	2	1.7	-1	0	0	4	-35	1.6
COCC(C)n1c(C)cc(C(=O)COC(=O)CCc2nc3ccccc3c(=O)[nH]2)c1C (stereo not drawn)	1	2	1.9	-2	-10	4	0	-19	0.1
Cc1nc(=O)c(-c2ccccc2)c(C)n1-c1ccccc1C(=O)O	-3	-1	-0.5	4	-13	5	-6	7	-0.5
CCN(CC(=O)NCCc1ccccc1)S(=O)(=O)c1ccccc1	-2	0	-1.3	-2	-12	1	-15	-8	1.6
CC(C)c1ccc2c(c1)C1(NN=C(c3ccccc3)S1)C(=O)N2 (stereo not drawn)	0	1	-0.5	-1	45*	4	0	-5	-0.7
N#Cc1ncc(C(F)(F)F)cc1Oc1cccnc1	1	-2	2.3	-1	-3	3	3	-14	0.4
COCCn1cc(C(=S)N2CCCCC2)c2ccccc21	4	1	-2.5	-1	-6	0	-1	4	1.3
C#CCNC(=O)/C=C/c1ccc(C)cc1	-1	-3[fluorescence artefact?]	1.5	-2	.	3	3	-1	0.9
O=C(NCC(c1ccco1)N1CCN(c2ccccc2F)CC1)OCc1ccccc1 (stereo not drawn)	0	10	33*	1	-12	6	-21	4	-0.5

New compounds follow
SMILES	Wee1 degr inh	eIF4E-4G inh	S1P4 ag	Ba/F3 V617F tox	MDM2 E3 inh	BaF3 parental	NPY2 pot ag	S1P4 antagonist	PERK inh
CC(C)Oc1ccc(C(=O)Nc2ccccc2N2CCOCC2)cc1	-2	-5	1.1	1	-5	9	-2	-5	0.6
O=c1cc(-c2ccccc2)nc(/C=C/c2ccccc2)[nH]1	-1	0	0.1	2	-10	0	9	-5	1.2
CCCN1CCN(CCCNC(=S)Nc2ccc(OC)cc2)CC1	3	9	-2.4	-1	-2	0	-8	-8	-0.1
COc1cc(C(=O)N(C)c2nnc(-c3cccnc3)s2)cc(OC)c1OC	-2	4	-1.5	5	3	4	-6	-20	-0.4
O=C(CN1CCN(c2cccc(Cl)c2)CC1)N1CCCC1	1	1	-1.4	0	-1	4	3	12	1.4
CCCCC1C2C(=O)N(c3ccccc3)C(=O)C2ON1c1ccccc1 (stereo not drawn)	3	-1	1.0	-4	-11	1	1	5	0.1
Cc1ccc(S(=O)(=O)N(C(=O)c2ccncc2)c2ccc3oc4c(c3c2)CCCC4)cc1[N+](=O)[O-]	1	5	-1.3	-3	-2	3	-2	-22	0.8
COc1ccccc1N1C(=O)CCC1(C#N)c1ccc(Br)cc1 (stereo not drawn)	-3	4[fluorescence artefact?]	-0.2	-2	-4	6	-1	-60	-0.5
CCC(=O)N1CCN(c2ccc(NC(=O)COc3ccccc3[N+](=O)[O-])cc2)CC1	5	2	3.7	0	-16	6	-6	11	-1.2
COc1ccc(/C=C(\C#N)C(=O)OCC(=O)N2CC(C)OC(C)C2)cc1 (stereo not drawn)	2	-1	1.9	-2	-7	3	-5	1	0.4
CCCc1[nH]nc2c1C(CCC)C(C#N)=C(N)O2 (stereo not drawn)	3	3	0.3	1	-1	3	0	-2	0.5
CC1(C)CC(=O)c2cnc(NC(=O)c3ccco3)nc2C1	0	.	-0.1	5	-21	6	-11	-1	0.5
C=CCn1c(SCc2csc(C)n2)nc2sc3c(c2c1=O)CCCCC3	-1	4	-3.1	4	-8	8	-20	-7	-0.2
CN(C)C1C(=O)c2ccccc2C1=O	3	4[fluorescence artefact?]	-1.2	0	-6	6	-4	-6	-0.2
COC(=O)CCCCCNc1ccc(C(=O)OC)cc1N	-1	1	1.4	2	-8	2	-3	-1	-1.2
COc1ccc(S(=O)(=O)Nc2cc(C)c(O)c(S(=O)(=O)c3ccccc3)c2)cc1	4	-5[fluorescence artefact?]	0.2	1	-8	2	-11	1	0.1
CC(=O)Nc1ccc(C(=O)Nc2cccc(-c3cnc4ccccc4n3)c2)cc1	3	36*	0.2	5	-45	6	-4	5	0.1
CCCOc1ccc(CC(=O)NCc2ccco2)cc1OC	1	0	3.2	3	1	6	-9	-8	-0.5
CS(=O)(=O)Nc1nnc(Cc2ccccc2)s1	-3	-1[fluorescence artefact?]	0.0	0	-11	3	-2	-16	0.7
CCS(=O)(=O)Nc1cc(C(=O)OC)ccc1C(=O)OC	0	-8	-0.7	0	-8	7	-8	6	0.7
CCS(=O)(=O)N1CCC(C(=O)NCc2ccccn2)CC1	1	-1	-1.3	-3	5	1	4	8	0.0
O=C1CCCN1CCC12CC3CC(CC(C3)C1)C2	12*	-2	-0.1	2	-5	1	27	-12	0.7
CC(C)N(C(=O)NC(=O)NCC1CCCO1)S(C)(=O)=O (stereo not drawn)	9.5*	2	0.5	-2	-8	1	12	2	-0.1
Cc1ccc(C(C)C)c(OCCn2c(=O)oc3ccccc32)c1	-2	1	-0.9	0	0	1	-27	4	0.1
O=C(Nn1cnnc1)c1cccc(S(=O)(=O)N2CCOCC2)c1	7	-3	-0.6	-2	5	0	-1	-18	1.3

For reference, part of the list above.
SMILES	Wee1 degr inh	eIF4E-4G inh	S1P4 ag	Ba/F3 V617F tox	MDM2 E3 inh	BaF3 parental	NPY2 pot ag	S1P4 antagonist	PERK inh
COc1ccc(S(=O)(=O)Nc2cc(C)c(O)c(S(=O)(=O)c3ccccc3)c2)cc1	4	-5[fluorescence artefact?]	0.2	1	-8	2	-11	1	0.1
CC(=O)Nc1ccc(C(=O)Nc2cccc(-c3cnc4ccccc4n3)c2)cc1	3	36*	0.2	5	-45	6	-4	5	0.1
CCCOc1ccc(CC(=O)NCc2ccco2)cc1OC	1	0	3.2	3	1	6	-9	-8	-0.5
CS(=O)(=O)Nc1nnc(Cc2ccccc2)s1	-3	-1[fluorescence artefact?]	0.0	0	-11	3	-2	-16	0.7
CCS(=O)(=O)Nc1cc(C(=O)OC)ccc1C(=O)OC	0	-8	-0.7	0	-8	7	-8	6	0.7
CCS(=O)(=O)N1CCC(C(=O)NCc2ccccn2)CC1	1	-1	-1.3	-3	5	1	4	8	0.0
O=C1CCCN1CCC12CC3CC(CC(C3)C1)C2	12*	-2	-0.1	2	-5	1	27	-12	0.7
CC(C)N(C(=O)NC(=O)NCC1CCCO1)S(C)(=O)=O (stereo not drawn)	9.5*	2	0.5	-2	-8	1	12	2	-0.1
Cc1ccc(C(C)C)c(OCCn2c(=O)oc3ccccc32)c1	-2	1	-0.9	0	0	1	-27	4	0.1
O=C(Nn1cnnc1)c1cccc(S(=O)(=O)N2CCOCC2)c1	7	-3	-0.6	-2	5	0	-1	-18	1.3

(continued)
SMILES	Wee1 degr inh	eIF4E-4G inh	S1P4 ag	Ba/F3 V617F tox	MDM2 E3 inh	BaF3 parental	NPY2 pot ag	S1P4 antagonist	PERK inh
COc1ccc(CCNC(=O)c2cc(=O)n(C)c(=O)n2C)cc1OC	5	-2	-1.1	4	-12	4	-11	6	1.3
COc1ccccc1CCC(=O)Nc1ccc(C)cc1Cl	4	1	-1.5	2	0	7	-13	7	0.4
CCC(=O)NCC(c1cccs1)N1CCOCC1 (stereo not drawn)	-1	5[fluorescence artefact?]	1.1	0	-1	4	-1	-18	0.5
CCC(C)NC(=O)C1CCN(S(=O)(=O)CC)CC1 (stereo not drawn)	-2	6	2.4	1	-19	1	-1	2	1.2
C/C(N)=C(/C#N)C(=O)CSc1nc2ccccc2n1CC(C)C	-2	-1	-0.5	2	-3	8	-9	-17	-0.4
CC1=C(C)CC(C(=O)Nc2ccc(C(=O)N3CCOCC3)cc2)C(C(=O)O)C1 (stereo not drawn)	-4	0	0.0	-1	0	2	4	-23	1.6
COc1ccc(C(=O)NCc2cn3cccc(C)c3n2)cc1OC	-1	-6[fluorescence artefact?]	1.7	3	4	5	-9	-8	-0.3
CCn1cc(C(C)NC(=O)Nc2ccc3c(c2)OCO3)c(C)n1 (stereo not drawn)	5	-4	-1.4	-1	-3	5	3	-13	1.4
COc1ccc(N2CCN(C(CNC(=O)C(=O)NCCc3c[nH]c4ccccc34)c3ccco3)CC2)cc1 (stereo not drawn)	0	10[fluorescence artefact?]	1.3	-1	-14	5	4	-3	0.1
COC(=O)c1ccc(NC(=S)NCCc2cccc(C)c2)cc1	-2	3	1.0	2	-1	1	0	-8	0.0
Cc1cc(C)nc(SCc2cc(=O)c(OC(=O)c3ccc(Cl)c([N+](=O)[O-])c3)co2)n1	2	1	2.0	3	-12	2	-20	-5	0.8
O=S(=O)(c1ccc(Br)cc1)N1CCOC12CCCCC2	-1	-1	-0.8	0	2	6	-2	-5	-0.7
COc1ccc(/C=C/C2=CC(C)(C)NC(=S)N2)cc1	-3	1	0.6	3	-24	6	-5	-4	0.8
CCc1ccc(NC(=O)Cc2ccc(OC)cc2)cc1	0	-4[fluorescence artefact?]	-2.3	-3	-12	4	8	-17	0.1
Cc1cc(C)nc(NS(=O)(=O)c2ccc(NC(=O)CN3C(=O)c4ccccc4C3=O)cc2)n1	2	4	0.0	-1	-17	0	6	13	0.9
Cc1c(=O)n(OCc2ccccc2)c2ccccc2[n+]1[O-]	-2	2	-2.0	-3	-10	0	-6	0	0.4
